High-throughput results from PubChem BioAssay.
UHRF1 MBD2 ctr – UHRF1 methylated DNA binding inhibitors, primary screen, counter-screen for MBD2 inhibitor project, biochemical, TR-FRET, human UHRF1, single concentration; actives 0.75% (n = 370,000); AID 687016, 2013; inhibition, % at 4.4 µM; UHRF1 binding to methylated oligo; E3 ubiquitin-protein ligase UHRF1 (Homo sapiens), Q96T88; in the data active means inhibition above about 21%;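 further: UHRF1 SRA domain binding a hemimethylated CpG hairpin DNA probe; 0% = median of test compound wells and 100% = reference inhibitor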
PG9 binder – binders of HIV-1 gp120 antibody PG9, primary screen, biochemical, TR-FRET; TR-FRET gp120-PG9 antibody binding; inhibition, % at 6.7 µM; actives 0.43% (n = 360,000); in the data active means inhibition above about 8.5%
LEDGF integ inh – blockers of LEDGF/p75-dependent integrase strand transfer – biochemical, TR-FRET, high throughput, primary screen; TR-FRET IN-LEDGF/p75 DNA integration, Eu/Cy5; inhibition, % at 3.7 µM; actives 0.64% (n = 370,000);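 active means inhibition above the screen-wide mean plus 3 SD, cut at about 13% in these data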;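 further: signal is the Cy5 over europium emission ratio at 671 and 618 nm; 0% = plate median of compound wells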
Rev-erbA mod – modulators of Rev-erb alpha DNA binding, primary screen, biochemical, FITC-DNA, fluorescence polarization, uHTS. Nuclear receptor subfamily 1 group D member 1 (Homo sapiens), P20393. Rev-erbα–FITC-DNA binding, 90 min. activity, % at 10 µM. actives 0.79% (n = 370,000);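 active means activity above about 14%, limit read from the data; passing the limit was not always enough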;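 further: 0% = DMSO wells with 35 nM protein and 100% = DMSO wells with 750 nM protein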
Target sequence (P20393 whole entry, looked up): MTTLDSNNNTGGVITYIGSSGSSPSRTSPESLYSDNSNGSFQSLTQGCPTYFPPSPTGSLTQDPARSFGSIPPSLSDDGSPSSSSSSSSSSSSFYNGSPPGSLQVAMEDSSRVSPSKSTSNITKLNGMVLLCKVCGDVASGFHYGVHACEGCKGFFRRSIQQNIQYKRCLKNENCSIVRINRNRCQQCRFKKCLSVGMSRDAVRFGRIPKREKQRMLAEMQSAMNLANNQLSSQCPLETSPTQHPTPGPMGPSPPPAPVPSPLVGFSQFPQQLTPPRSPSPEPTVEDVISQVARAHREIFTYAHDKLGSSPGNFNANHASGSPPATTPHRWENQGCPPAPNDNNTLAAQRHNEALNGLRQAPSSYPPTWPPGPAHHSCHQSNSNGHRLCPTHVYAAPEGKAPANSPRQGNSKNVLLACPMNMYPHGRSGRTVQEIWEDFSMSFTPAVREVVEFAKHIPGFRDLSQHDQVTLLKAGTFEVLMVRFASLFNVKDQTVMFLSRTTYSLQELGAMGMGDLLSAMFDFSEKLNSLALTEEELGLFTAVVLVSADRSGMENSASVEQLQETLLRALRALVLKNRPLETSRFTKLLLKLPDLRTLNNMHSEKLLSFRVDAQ
PRMT1 inh – PRMT1 methyltransferase inhibitors, primary screen, biochemical, fluorescence polarization; actives 1.3% (n = 370,000); inhibition, % at 2.79 µM; recombinant PRMT1, activity-based probe fluorescence polarization;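 active means inhibition above about 21% made by adding two undisclosed values, limit read from the data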
Target sequence (Q99873 whole entry, looked up): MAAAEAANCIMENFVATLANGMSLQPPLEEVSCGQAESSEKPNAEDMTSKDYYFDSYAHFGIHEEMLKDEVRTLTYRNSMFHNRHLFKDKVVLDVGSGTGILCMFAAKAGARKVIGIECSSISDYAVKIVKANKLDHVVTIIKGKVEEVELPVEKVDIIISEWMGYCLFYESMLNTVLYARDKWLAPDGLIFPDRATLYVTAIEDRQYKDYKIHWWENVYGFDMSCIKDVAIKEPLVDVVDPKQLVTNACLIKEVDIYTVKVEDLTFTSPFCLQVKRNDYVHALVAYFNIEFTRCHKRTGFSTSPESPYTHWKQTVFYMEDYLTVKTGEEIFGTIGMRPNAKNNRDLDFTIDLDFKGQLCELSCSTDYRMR
MBD2 inh – inhibitors of MBD2 binding to methylated DNA, primary screen, biochemical, TR-FRET, DNA-binding domain, human | MBD2 binding to methylated oligonucleotide | inhibition, % at 4.4 µM | actives 0.31% (n = 370,000) | AID 686964, 2013 | Methyl-CpG-binding domain protein 2 (Homo sapiens), Q9UBB5; in the data active means inhibition above about 13%
mABHD4 FP – ABHD4 inhibitors, primary screen, biochemical, fluorescence polarization, mouse | (Lyso)-N-acylphosphatidylethanolamine lipase (Mus musculus), Q8VD66 | purified mABHD4, FP-Rh probe fluorescence polarization | inhibition, % at 8.92 µM | actives 0.54% (n = 370,000) | AID 720543, 2013;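 active means inhibition exceeding the mean over every tested compound plus 3 SD, cut at about 30% in these data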;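 further: 0% = plate median of compound wells and 100% = S159A mutant with DMSO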
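Test system: mouse ABHD4 enzyme, wild type. Reagent: FP-Rh fluorescent activity-based probe, added after compound pre-incubation. Timing: pre-incubation 45 min, probe exposure 60 min, at 25 °C. Technique: FP readout, ex 525 nm / em 598 nm. Benchmarks: high control S159A mutant with DMSO, low control median of compound wells.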
HTRA1 inh – HTRA1 serine protease inhibitors, primary screen, biochemical, fluorescence polarization, HTS; Q92743; recombinant HTRA1, FP-rhodamine activity-based probe; inhibition, % at 5.96 µM; actives 0.5% (n = 340,000); AID 504803, 2011; in the data active means inhibition above about 36%;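 further: 0% = enzyme with DMSO and 100% = wells lacking enzyme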
rCAG RNA binder – binders of r(CAG) RNA repeats, primary screen, biochemical, fluorescence. r(CAG) RNA repeat, TO-PRO-1 dye displacement fluorescence. inhibition, % at 3 µM. actives 1.3% (n = 370,000);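 active means inhibition above the plate cutoff, the mean of all test compounds on that plate plus 3 SD, cut at about 35% in these data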;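 further: 0% = DMSO alone and 100% = 100 µM mitoxantrone as full dye displacement; higher means more dye released from RNA so lower well fluorescence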
TCR-CD3 inh – inhibitors of human TCR-CD3 interaction, primary screen, biochemical, fluorescence, TAMRA-labeled TCR probe. T-cell receptor (TCR). inhibition, % at 9.4 µM. actives 0.37% (n = 360,000); in the data active means inhibition above about 19%;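 further: recombinant mutant TCR 2C K166C tagged with TAMRA read by polarization; 0% = receptor in buffer alone and 100% = receptor with positive control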
* hit, by the source's call; x = not tested or not shown. A portion of the library. The share of hits here may be higher or lower than overall.

SMILES	UHRF1 MBD2 ctr	PG9 binder	LEDGF integ inh	Rev-erbA mod	PRMT1 inh	MBD2 inh	mABHD4 FP	HTRA1 inh	rCAG RNA binder	TCR-CD3 inh
C=CCSc1nc(N2CCOCC2)c2c(c1C#N)CC(C)(C)N(C)C2	4.5	1.2	-1.2	-12.9	2.2	2.8	2.5	8.8	-7.5	-3.4
COc1ccc(NS(=O)(=O)c2cc([N+](=O)[O-])ccc2N/N=C/c2c(C)[nH]c3ccccc23)cc1	-0.5	-0.1	-2.1	0.8	-1.2	4.1	11.9	17.8	9.0	-6.3
O=C(Nc1cc(S(=O)(=O)N2CCOCC2)ccc1Cl)C(=O)c1c(-c2ccccc2)cc2ccccn12	0.7	-2.6	0.9	3.4	-0.9	-3.3	-5.9	-32.8	4.2	2.9
O=C(O)c1nnn(-c2ccc(F)cc2F)c1-c1ccccc1	3.8	1.0	2.1	4.5	3.3	1.8	2.6	2.9	-0.6	-0.9
COc1ccc(N2CCC(CNC(=S)Nc3cc(C)cc(C)c3)C2)cc1 (stereo unspecified)	-2.5	-4.7	-2.7	-1.4	6.9	3.4	11.8	12.8	-1.2	-2.3
Cc1c(NC(=O)c2cc(C3CC3)on2)c(=O)n(-c2ccccc2)n1C	-0.5	0.3	-3.5	-2.0	-2.1	3.4	5.2	1.3	3.0	-4.8
O=C(Nc1ccc2c(c1)nc1n2CCN(C2CCCCC2)C1)c1ccco1	-0.7	-0.7	7.7	-33.0	4.0	-1.1	0.7	3.6	13.4	12.8
Cc1c(Br)c([N+](=O)[O-])nn1CCCC(=O)Nc1sc2c(c1C(N)=O)CCC(C)C2 (stereo unspecified)	1.6	1.2	1.4	-1.6	3.0	-1.9	6.1	1.5	4.5	-4.7
O=C(/C=C/c1ccc(Cl)c([N+](=O)[O-])c1)Nc1cccc(NC(=O)c2ccco2)c1	-1.4	-2.2	-2.0	2.3	-0.3	4.8	-49.0	-61.3	20.4	13.1
Cn1nc(C(F)(F)F)c(-c2ccc(F)cc2)c1NC(=O)c1ccco1	0.6	-2.6	0.3	4.0	-4.6	1.9	2.3	-2.6	-2.7	0.4
CCOC(=O)c1ccc(N2CSC3=C(C#N)C(c4ccc(OC)cc4OC)CC(=O)N3C2)cc1 (stereo unspecified)	-0.8	2.6	0.5	4.4	9.4	-3.5	8.1	0.8	21.3	-6.0
Oc1ccc(Nc2ccc3ccccc3c2)cc1	-4.3	-2.3	1.0	2.9	16.9	-6.9	39.3*	x	19.8	5.5
O=C(c1ccc2c(c1)OCO2)C1CCCN(Cc2ccc3cccc(F)c3n2)C1 (stereo unspecified)	-1.5	-2.4	2.3	3.0	1.8	-0.8	-3.5	-3.9	-6.3	7.1
CCOc1nc(C)ccc1-c1noc(CC)n1	-1.9	0.3	0.1	7.7	-2.4	-4.7	5.3	-5.6	-2.3	-2.4
O=C(CN1CCN(C(=O)CN2C(=O)NC3(CCCC3)C2=O)CC1)Nc1cccc(F)c1	-0.1	0.5	3.0	1.2	-1.3	5.2	3.1	3.1	2.1	2.9
CCCCn1nnnc1C(c1ccccc1)N1CCN(c2c(Cl)cncc2Cl)CC1 (stereo unspecified)	-1.6	-0.7	4.9	5.0	-1.8	-6.5	-10.1	x	4.6	-2.3
O=C(Nc1cccc(S(=O)(=O)C(F)(F)F)c1)[C@@H]1O[C@H](CO)[C@@H](O)[C@H]1O	2.2	0.5	1.2	-0.9	0.3	-4.2	-5.4	x	0.8	-6.6
CCCC(=O)N1CCCC1(C)C(=O)NCc1c(F)ccc(C)c1F (stereo unspecified)	5.1	-1.9	-2.1	8.1	3.3	7.9	-3.0	x	0.6	-8.2
COCCCN(CC(=O)Nc1ccc(N2CCOCC2)cc1)S(=O)(=O)c1ccc(Cl)cc1	15.3	-0.5	-3.4	-7.4	0.5	8.3	1.5	1.7	0.1	4.2
Clc1cccc(Cl)c1COc1ccccn1	0.5	-0.7	0.3	-2.7	0.3	-4.1	7.1	7.3	0.6	4.9
O=C(NC1CCCCC1)NC1CCN(S(=O)(=O)Cc2ccccc2)CC1	-1.4	-1.6	-2.6	0.9	-2.0	-5.0	-7.7	-3.3	-4.7	2.7
CCc1ccccc1-n1c(SCC(=O)Nc2ccc3c(c2)OCCO3)nc2[nH]ncc2c1=O	-2.6	2.5	6.3	3.7	-2.0	-1.4	8.1	-5.6	7.5	-4.5
CC1CCCN(C(=S)NC2CCCC2)C1 (stereo unspecified)	1.4	-2.2	-1.4	-2.9	-1.1	0.9	1.8	-1.0	-2.1	-1.7
CN(C)Cc1c(O)ccc2occ(C(=O)c3ccc(F)cc3)c12	-3.0	-1.1	1.7	-5.0	1.2	-6.0	8.3	7.5	6.4	2.3
Cc1ccc(C2CCN(C(=O)Nc3ccccc3)C2)cc1 (stereo unspecified)	4.9	0.8	0.1	2.2	0.1	1.3	-19.7	-9.1	0.4	-5.2
O=C(Nc1cc(C(F)(F)F)ccc1Cl)c1cccnc1	-0.7	-0.7	-2.0	5.3	2.1	2.6	0.7	13.1	-3.5	-5.2
CCCn1c(SCC(=O)N2c3ccc(F)cc3CCC2C)nnc1-c1ccccn1 (stereo unspecified)	0.0	0.7	0.6	1.6	1.1	7.5	3.3	7.1	-7.2	-8.6
Cc1onc(-c2ccccc2Cl)c1C(=O)N1CC(C)CC(C)C1 (stereo unspecified)	-0.6	1.8	-0.7	6.6	-2.2	-7.8	1.7	-3.9	-2.6	-0.2
CCOC(=O)C1(C)CCCCN1C(=O)c1cccnc1 (stereo unspecified)	-2.8	-1.1	1.1	5.9	-0.9	3.4	-1.4	x	0.2	2.2
COc1ccc(C(CNC(=S)NCc2ccccc2)N2CCCC2)cc1 (stereo unspecified)	1.5	1.3	-4.7	0.5	-1.4	4.9	-1.0	1.4	-8.7	-6.5
COc1ccc(O)c(-c2cc(C(F)(F)C(F)F)nc(-c3ccccc3)n2)c1	-1.5	-2.3	-0.4	0.5	-0.8	0.9	3.8	0.5	0.8	-2.8
CC(C)(C)OC(=O)C[C@@H]1C/C=C\C[C@H](CC(=O)NCCO)C(=O)N2CCC[C@H]2COC1=O	2.1	-0.3	2.2	6.1	4.5	0.6	5.7	-3.5	-7.6	-3.8
CN1C(=O)[C@@H]2C[C@@]3([C@@]45C[C@H]6C(=O)N(C)[C@@H](Cc7ccccc7)C(=O)N6[C@@H]4Nc4ccccc45)c4ccccc4N[C@H]3N2C(=O)[C@@H]1Cc1ccccc1	-1.1	0.1	0.7	0.8	-0.4	2.7	1.9	-0.2	11.0	3.8
Cc1oc2nc(SCCCC(=O)NCCCO)nc(N)c2c1C	9.1	0.9	2.0	-5.3	-1.1	-2.3	2.6	-0.6	-1.2	3.4
CCOC(=O)C1=NN(C(C)=O)C2(CC(=O)N(c3ccc(C)c(C)c3)C2=O)C1 (stereo unspecified)	3.5	-3.1	-5.6	0.8	1.0	1.8	-0.6	3.6	-1.4	6.4
COc1ccc(N(CC(=O)NCc2ccc(F)cc2)S(=O)(=O)c2c(C)noc2C)cc1	0.3	0.0	-2.2	-6.4	2.9	0.3	4.5	-6.2	-4.4	2.8
CC(NC(=O)CC1Sc2ccccc2NC1=O)c1ccccc1 (stereo unspecified)	0.9	-1.6	2.3	-2.0	-0.8	1.1	0.2	5.6	-3.9	9.7
Cc1ccc(C)c(N2CCN(C(=O)CCCn3c(=S)[nH]c4cc5c(cc4c3=O)OCO5)CC2)c1	3.5	1.1	0.2	13.5	0.4	11.9	-13.9	-5.9	6.5	-2.8
Cc1c(Cl)c([N+](=O)[O-])nn1Cc1ccc(C(=O)NN)o1	-0.2	-0.7	-1.1	-1.5	2.5	-1.6	-0.5	x	4.6	-5.5
C=CCNC(=O)COC(=O)c1ccc(Cl)c(S(=O)(=O)N(Cc2ccccc2)c2ccccc2)c1	2.0	-1.0	1.4	7.0	-2.9	1.9	-17.8	-65.6	0.7	-5.2

Ordered by molecular weight (largest number first): 4 of the compounds above
SMILES	UHRF1 MBD2 ctr	PG9 binder	LEDGF integ inh	Rev-erbA mod	PRMT1 inh	MBD2 inh	mABHD4 FP	HTRA1 inh	rCAG RNA binder	TCR-CD3 inh
CCc1ccccc1-n1c(SCC(=O)Nc2ccc3c(c2)OCCO3)nc2[nH]ncc2c1=O	-2.6	2.5	6.3	3.7	-2.0	-1.4	8.1	-5.6	7.5	-4.5
COc1ccc(N(CC(=O)NCc2ccc(F)cc2)S(=O)(=O)c2c(C)noc2C)cc1	0.3	0.0	-2.2	-6.4	2.9	0.3	4.5	-6.2	-4.4	2.8
Cc1oc2nc(SCCCC(=O)NCCCO)nc(N)c2c1C	9.1	0.9	2.0	-5.3	-1.1	-2.3	2.6	-0.6	-1.2	3.4
CC1CCCN(C(=S)NC2CCCC2)C1 (stereo unspecified)	1.4	-2.2	-1.4	-2.9	-1.1	0.9	1.8	-1.0	-2.1	-1.7

Remaining list, next part:
SMILES	UHRF1 MBD2 ctr	PG9 binder	LEDGF integ inh	Rev-erbA mod	PRMT1 inh	MBD2 inh	mABHD4 FP	HTRA1 inh	rCAG RNA binder	TCR-CD3 inh
O=C(N[C@@H](Cc1ccccc1)C(=O)OCC(=O)N1CCOCC1)c1cccs1	16.1	0.1	-0.7	-0.4	0.4	2.8	2.6	0.9	-1.3	-0.4
CCN(c1ccccc1)S(=O)(=O)c1ccc(C(=O)N(CCCN(C)C)c2nc3cc4c(cc3s2)OCO4)cc1	1.3	0.0	2.7	-5.4	0.8	-4.9	7.2	-11.1	0.3	0.7
Cc1ccc(NC(=O)C2CCN(S(=O)(=O)c3c(C)noc3/C=C/c3ccco3)CC2)nc1	2.0	-0.5	1.3	-1.7	5.9	0.4	3.0	-36.7	11.5	-10.9
CN(CC(=O)Nc1cccc(F)c1)C(=O)CN1C(=O)C2CCCCC2C1=O (stereo unspecified)	3.3	-1.6	4.0	-2.4	-3.0	-1.2	-6.2	1.0	0.6	-4.8
O=C1C(Cl)=C(NCCCN2CCOCC2)C(=O)c2ccccc21	-13.7	-7.8	3.8	11.5	-0.5	-18.0	3.0	5.8	3.5	-6.9
Cc1cccc(NC(=O)CCSc2nnc(Cc3ccccc3)o2)c1	-1.0	-1.2	-1.5	3.3	-0.5	2.7	-14.1	-14.2	-6.7	1.4
COc1ccc2[nH]c(C(=O)O)c(CCN3C(=O)c4cccc([N+](=O)[O-])c4C3=O)c2c1	2.6	-1.4	-0.2	2.1	-2.5	-1.2	-2.5	8.6	-1.2	4.7
Cc1ccc2nc(N(CCN(C)C)C(=O)C3=COCCO3)sc2c1	-0.1	-1.0	-0.3	-0.9	-0.2	0.8	3.5	3.6	-4.3	9.1
FC(F)(F)c1cccc(-c2noc(CN3CCOCC3)n2)c1	-3.4	-0.3	0.6	-6.7	-2.6	-0.4	1.0	-0.7	-1.1	-3.0
